# ASAP1 GAP inh: inhibitors of human ASAP1 ArfGAP activity, primary screen, biochemical, fluorescence polarization | actives 0.19% (n = 360,000) | ASAP1-stimulated ARF1 GTP hydrolysis, GDP FP detection | AID 624377, 2012 | inhibition, % at 16.5 µM; in the data active = inhibition above about 25%;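 also: 0% = vehicle with enzyme and substrate and 100% = no enzyme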
# Target sequence (Q9ULH1 325-724 limits assumed): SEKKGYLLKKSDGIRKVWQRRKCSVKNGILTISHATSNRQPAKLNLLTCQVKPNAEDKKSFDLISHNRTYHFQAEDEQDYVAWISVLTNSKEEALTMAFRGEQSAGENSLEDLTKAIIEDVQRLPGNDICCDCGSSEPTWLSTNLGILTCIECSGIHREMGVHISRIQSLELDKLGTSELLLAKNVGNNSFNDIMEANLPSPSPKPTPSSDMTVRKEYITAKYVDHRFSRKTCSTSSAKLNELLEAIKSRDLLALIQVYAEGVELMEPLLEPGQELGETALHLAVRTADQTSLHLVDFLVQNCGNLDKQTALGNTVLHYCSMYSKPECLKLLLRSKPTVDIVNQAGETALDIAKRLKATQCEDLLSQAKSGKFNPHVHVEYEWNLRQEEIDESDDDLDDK
# KLK7 zymogen act: proKLK7 zymogen activators, primary screen, biochemical, fluorescence intensity. purified proKLK7, EDANS-DABCYL substrate fluorescence; 100% is mature enzyme control, 0% vehicle. actives 0.9% (n = 370,000). activation, % at 7 µM;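 active = activation above the mean of all tested compounds plus 3 SD, computed per campaign excluding outliers beyond control limits, cut at about 13% in these data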
# ARFGAP1 inh: inhibitors of rat ARFGAP1 GAP activity, primary screen, biochemical, fluorescence polarization, GDP tracer; ADP-ribosylation factor GTPase-activating protein 1 (Rattus norvegicus), Q62848; Arfgap1-stimulated ARF1 GTP hydrolysis, GDP FP detection; inhibition, % at 16.5 µM; actives 0.26% (n = 360,000); AID 651572, 2012;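 active = inhibition above a per-plate limit, mean inhibition of low control wells plus 3 SD, cut at about 25% in these data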;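 also: 0% = DMSO wells with enzyme and 100% = wells lacking Arfgap1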
#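 Material: rat Arfgap1 GAP domain (His6, aa 1-136), purified enzyme. Also added: human ARF1(Δ1-17)-GTP substrate. Compound dosing: 16.5 µM single point, 1.26% DMSO. Timing: enzyme reaction 120 min at 25 °C after 20 min preincubation. Signal: GDP detection by fluorescence polarization. Read-out basis: percent inhibition of GAP-stimulated GDP formation, scaled between DMSO and no-Arfgap1 medians.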
# ADAM17 inh: ADAM17 inhibitors, primary screen, biochemical, QFRET | inhibition, % at 6.95 µM | actives 0.83% (n = 370,000) | recombinant ADAM17, EDANS/DABCYL FRET peptide cleavage;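 active = inhibition above the mean of compounds lying between control limits plus 3 SD, set per campaign, cut at about 8.5% in these data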;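 also: 0% = DMSO-only wells as the low control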
# Target sequence (P78536 215-824 limits assumed): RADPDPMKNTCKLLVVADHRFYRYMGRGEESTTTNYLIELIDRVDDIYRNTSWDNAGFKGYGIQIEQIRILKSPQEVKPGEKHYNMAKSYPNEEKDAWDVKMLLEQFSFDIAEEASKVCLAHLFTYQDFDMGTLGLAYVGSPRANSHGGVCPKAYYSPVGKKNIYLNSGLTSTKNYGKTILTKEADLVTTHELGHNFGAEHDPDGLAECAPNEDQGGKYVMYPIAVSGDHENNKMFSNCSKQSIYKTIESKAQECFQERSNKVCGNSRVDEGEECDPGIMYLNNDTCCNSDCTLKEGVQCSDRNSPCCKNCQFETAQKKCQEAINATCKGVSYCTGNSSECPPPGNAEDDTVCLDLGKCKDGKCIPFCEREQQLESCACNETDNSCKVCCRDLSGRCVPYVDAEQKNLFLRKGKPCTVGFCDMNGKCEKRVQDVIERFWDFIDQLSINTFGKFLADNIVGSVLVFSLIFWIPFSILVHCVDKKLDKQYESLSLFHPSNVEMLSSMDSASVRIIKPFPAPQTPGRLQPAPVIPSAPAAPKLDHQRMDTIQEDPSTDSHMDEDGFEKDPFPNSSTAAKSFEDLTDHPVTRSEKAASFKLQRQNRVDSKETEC
# ADAM10 inh: human ADAM10 inhibitors, primary screen, biochemical, QFRET, HTS. actives 0.62% (n = 370,000). Disintegrin and metalloproteinase domain-containing protein 10 (Homo sapiens), O14672. inhibition, % at 7 µM. recombinant ADAM10, EDANS/DABCYL FRET peptide cleavage, 3 h;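 active = inhibition above a per-campaign cutoff equal to the mean of compounds falling between control-based bounds plus 3 SD, cut at about 20% in these data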;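 also: 0% = DMSO wells while the 100% control is not disclosed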
# DDE Tn6 FP inh: inhibitors of Tn6 peptide binding to fibrin DD(E), primary screen, biochemical, fluorescence polarization, human fibrin, Tn6 probe; Fibrin DD(E) TRITC-Tn6 fluorescence polarization displacement; actives 0.21% (n = 370,000); inhibition, % at 8.3 µM; AID 720509, 2013;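 active = inhibition above a per-campaign cutoff: mean of compounds within control limits plus 3 SD, cut at about 15% in these data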;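 also: 0% = median of all compound wells on the plate and 100% = blocking peptide control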
# Tn7 DDE FP: inhibitors of Tn7 peptide binding to fibrin DD(E), primary screen, biochemical, fluorescence polarization, human fibrin, Tn7 probe; Fibrinogen beta chain (Homo sapiens), P02675; FP displacement of FITC-Tn7 peptide from fibrin DD(E); 0% = median of compound wells per plate; inhibition, % at 8.3 µM; actives 0.13% (n = 370,000); AID 720508, 2013;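 active = inhibition above the mean of compounds falling within the control limits plus 3 SD of them, cut at about 14% in these data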;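 also: 0% = plate median of compound wells and 100% = 10 µM Aha-Tn7 peptide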
#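 Also added: labelled Tn7 tracer, 0.1 µM; Assay system: human fibrin DD(E) protein; Amount: 2 µM fibrin DD(E); Schedule: 10 min compound pre-incubation, 3 h probe incubation at room temperature; Repeats: one replicate per compound; Read-out basis: percent inhibition; Measured by: fluorescence polarization of the labelled Tn7 tracer.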
# TDP2 inh: human TDP2 enzyme inhibitors, primary screen, biochemical, epi absorbance, recombinant enzyme; Tyrosyl-DNA phosphodiesterase 2 (Homo sapiens), O95551; T5PNP hydrolysis, p-nitrophenol absorbance 415 nm; inhibition, % at 12.8 µM; actives 0.34% (n = 370,000); AID 720702, 2013;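 active = inhibition above the mean of all tested compounds plus 3 SD, set per campaign, cut at about 25% in these data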;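 also: 0% = DMSO with enzyme and 100% = buffer with substrate but no TDP2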
#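 System – recombinant human TDP2 · Amount – 120 nM TDP2 per well · Buffer or medium – Mg2+-containing Tris-HCl buffer, pH 7.5 · Reagent – T5PNP substrate, 5 mM · Dosing – 12.8 µM single point, 1% DMSO · Incubation – 2 h at 37 °C · Measured by – epi absorbance · Read-out basis – percent inhibition · Benchmarks – high control without enzyme, low control DMSO plus TDP2 · Repeats – singlicate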
# PLCg1 inh: PLC-gamma1 enzyme inhibitors, primary screen, biochemical, fluorescence, purified enzyme; fluorogenic substrate; inhibition, % at 12.2 µM; actives 0.84% (n = 370,000); in the data active = inhibition above about 9.5%
# LEDGF integ inh: blockers of LEDGF/p75-dependent integrase strand transfer – biochemical, TR-FRET, high throughput, primary screen; HIV-1 integrase (with human LEDGF/p75); TR-FRET IN-LEDGF/p75 DNA integration, Eu/Cy5; inhibition, % at 3.7 µM; actives 0.64% (n = 370,000); AID 743269, 2014;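 active = inhibition above the screen-wide mean plus 3 SD, cut at about 13% in these data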;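 also: signal is the Cy5 over europium emission ratio at 671 and 618 nm; 0% = plate median of compound wells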
# Active calls of the source: *; · = not tested or not shown; & = joins results of further samples.
SMILES,ASAP1 GAP inh,KLK7 zymogen act,ARFGAP1 inh,ADAM17 inh,ADAM10 inh,DDE Tn6 FP inh,Tn7 DDE FP,TDP2 inh,PLCg1 inh,LEDGF integ inh
CC(C)(C)NC(=O)c1ccc(COc2ccc(Cl)cc2Cl)o1,2,-0.5,7,4,7,-5,-1,-17,4,3
O=C(c1ccccc1F)N1CCN(c2ccc([N+](=O)[O-])c3cccnc23)CC1,15,-0.1,3,-3,-4,-8,-1,9,0,-5
COCCNC(=O)CN(C(=O)CCC(=O)Nc1ccccn1)c1ccc(F)cc1,-4,0.6,6,0,2,-2,-6,1,1,-1
O=C(COC(=O)CCOc1ccccc1)Nc1cc(S(=O)(=O)N2CCCCC2)ccc1Cl,13,0.2,13,7,4,1,3,-8,2,2
COc1cccc(C(=O)NC(C)C(c2cccs2)N2CCOCC2)c1 (configuration not stated),-9,0.5,-7,-4,0,0,6,-4,4,0
CC(C)c1ccc(C2NC(=O)NC3=C2CCc2ccccc23)cc1 (configuration not stated),-9,-5.1,4,-109,-354,0,1,8,-72,-1
CCn1cc(C(=O)N[C@@H](CC(C)C)C(=O)NCCCn2ccnc2)c(=O)c2cc3c(cc21)OCO3,-4,0.7,3,-18,-44,-7,-2,9,-9,0
CC1CCC2(CC1)NC(=O)N(NC(=O)c1ccc(OC(C)C)cc1)C2=O (configuration not stated),-5,-0.5,-2,2,-18,-1,-2,-13,0,-8
CCCOc1ccc(C2C(C(=O)/C=C/c3ccco3)=C(O)C(=O)N2CCN2CCOCC2)cc1OC (configuration not stated),-4,-0.3,4,-8,-28,1,3,8,-21,-1
CCOC(=O)[C@]12CCCC=C1N(Cc1ccc(Cl)cc1Cl)C(=O)[C@H](CC(=O)NCc1ccc(C)o1)C2,-7,1.0,4,8,9,-3,-6,-15,6,4
COC(=O)Cn1ccc2cc(S(=O)(=O)N3CCCCC3)ccc21,0,0.9,11,-4,3,-8,-2,10,-4,-3
CCOC(=O)c1c(-c2ccc(F)cc2)csc1NC(=O)CN1C(=O)NC2(CCCCC2C)C1=O (configuration not stated),-6,0.3,-3,0,1,-1,0,7,0,0
Cc1cc(C)cc(NC(=O)c2ccc(CNc3c(N4CCCC4)c(=O)c3=O)cc2)c1,-3,-0.2,-5,-1,3,4,5,1,1,1
COc1cccc(C(=O)NC(=S)Nc2ccc([N+](=O)[O-])cc2C)c1,-1,-0.1,7,-3,-3,2,-2,2,3,-1
Cc1cc(O)c(-c2cc(C(=O)NCCc3ccc(S(N)(=O)=O)cc3)[nH]n2)cc1C,9,0.6,12,4,17,2,-1,-7,2,-4
C[C@@H]1CN([C@H](C)CO)C(=O)CCCn2cc(nn2)CO[C@H]1CN(C)S(=O)(=O)c1ccccc1F,-3,-0.1,-16,-4,-2,3,5,7,0,-3
COc1ccc(S(=O)(=O)N2CCCCCC2)cc1C(=O)N(C)CC(=O)Nc1ccccc1Cl,-2,0.3,15,1,1,1,-2,-2,-3,8
COc1ccccc1CN1C[C@@H]2C[C@@H](c3ccc(C)cc3)N3CCC[C@@]23C1=O,-6,-0.8,-8,2,-7,-5,-5,8,2,-5
Cc1ccccc1-c1cc2nc(NCCOc3ccccc3)n(C)c(=O)c2s1,12,0.5,12,1,-7,0,-5,2,-2,0
COc1ccc(-n2cc(CNCCN3CCOC3=O)c(-c3ccccc3Cl)n2)cc1,0,0.7,7,0,8,-4,-4,-19,4,1
Cc1ccc(C(Nc2ccccc2)c2ccc3ccc(C)nc3c2O)c(C)c1 (configuration not stated),15,-0.7,2,1,-3,2,5,-4,-7,7
Cc1cc(NC(=O)c2cc3nc(C4CC4)cc(C(F)(F)F)n3n2)no1,2,1.2,-17,-7,-15,-1,1,-2,-8,0
C/C=C\C=C/C(=O)Nc1cccc(C2=NOC3(C2)C[C@@H](C(N)=O)N(C(=O)COc2ccc(Cl)cc2)C3)c1 (some centres not stated),1,-0.5,7,1,0,-6,-4,-1,1,4
Oc1c(Br)cc2oc3c(c2c1CNCc1ccccc1)CCCC3,4,0.7,0,-2,-5,-1,5,-6,1,1
O=C(OCCN1CCOCC1)C(c1ccccc1)c1ccccc1,-2,0.4,-9,-1,-2,10,-5,7,1,-3

# (next part)
SMILES,ASAP1 GAP inh,KLK7 zymogen act,ARFGAP1 inh,ADAM17 inh,ADAM10 inh,DDE Tn6 FP inh,Tn7 DDE FP,TDP2 inh,PLCg1 inh,LEDGF integ inh
CCCCOCP(=O)(CC)COCCCC,-18,0.8,-8,-4,0,4,5,18,0,0
COC(=O)c1ccc(NC(=O)Cn2c([N+](=O)[O-])cnc2C)cc1,-4,-0.7,6,-2,2,-2,6,19,1,-1
CCCNC(=O)CN(c1ccc(F)c(Cl)c1)S(C)(=O)=O,-2,-0.2,14,3,-27,-5,-13,-3,3,0
CC1(C)CC(=O)C2=C(C1)NC(=O)CC2c1cccc(F)c1 (configuration not stated),-12,0.5,7,-7,-6,-2,5,6,4,3
CCN(CC)S(=O)(=O)c1cc(NC(=O)C(C)Nc2ccccc2N2CCOCC2)ccc1C (configuration not stated),2,0.6,4,0,-2,-1,3,4,-1,-1
Cc1ccc(Cl)cc1NC(=S)N(CCCN1CCN(C)CC1)Cc1ccco1,-10,-0.2,4,-7,-5,7,5,7,-3,-2
Nc1ccc(C(=O)OCc2ccncc2)cc1[N+](=O)[O-],0,0.1,2,4,8,2,1,3,-1,1
CCCCCN1CCCCC(NC(=O)c2cccc(F)c2)C1=O (configuration not stated),·,0.4,·,-1,-4,-6,0,6,-1,-1
CCC(C)C(NC(=O)C(N)CC(C)C)C(=O)NC(CCC(=O)OCc1ccccc1)C(N)=O (configuration not stated),-11,0.6,8,-3,-1,-1,4,2,4,2
Cc1ccc(C(=O)NC2(C(F)(F)F)N=C3SCCN3C2=O)cc1 (configuration not stated),4,-0.3,-14,-2,-2,-2,-6,0,1,2
CCOC(=O)C1CCCCN1Cc1ccccc1C(F)(F)F (configuration not stated),1,-0.4,-9,0,4,-1,0,-1,1,3
O=C(Nc1ccc(NC(=O)C2CC2)cn1)c1ccccc1Cl,7,0.1,7,0,-5,0,2,-22,0,-3
O=C(NC(=O)c1ccccc1Cl)Nc1ccc(-c2cnco2)cc1,5,-0.5,10,-6,-6,6,3,2,-1,-3
Cc1nn(-c2ccc(F)cc2)c2c1cc(C#N)c1nc3ccccc3n12,-2,0.1,2,-34,-101,16*,-1,13,-53,1
CC1(C)OC(=O)C(=CNc2ccccc2F)C(=O)O1,-7,0.5,11,-7,-4,2,3,5,-2,0
CCN(CC)C(=O)c1ncn2c1C(=O)N[C@H](C)C2,-8,-0.4,-4,-2,-13,3,3,-1,-1,1
O=C(O)c1cc(-c2ccco2)nc2ccc(Br)cc12,-10,0.7,-5,-30,-85,-6,3,7,-38,11
O=C1CCCC2=C1C1(CCCC1)N=C(Nc1nc3ccccc3o1)N2,-5&-6,-0.8&0.4,11&12,-8&-2,-16&-4,-8&-3,4&2,-6&-6,-4&-4,-3&-3
Cc1c(NC(=O)CSc2nc3ccccc3c(=O)n2C(C)C)c(=O)n(-c2ccccc2)n1C,-3,-0.6,-8,-1,3,-1,-8,-3,5,4
O=C1C2C(C(=O)N1c1nccs1)C1C=CC2C12CC2 (configuration not stated),3,0.2,2,-3,1,2,12,5,3,-2
O=C(NC1CCN(C(=S)Nc2ccc(F)cc2)CC1)c1ccco1,-11,0.5,7,-2,8,2,-1,-3,2,-2
O=C(NCc1ccccn1)c1cc(Br)ccc1Cl,2,-0.3,-5,1,-2,-4,1,-7,0,0
O=C(NN=C1CCN(Cc2ccccc2)CC1)c1cccc(S(=O)(=O)Nc2ccccc2Cl)c1,-6,-1.0,5,-1,10,7,-1,-11,-6,4
CC(C)[C@H](NC(=O)[C@@H]1CSC2c3ccccc3C(=O)N21)C(=O)N1CCCCC1 (some centres not stated),5,0.3,5,-2,-4,-3,-1,-3,-1,2
CN(C(=O)CSc1nnc(Cc2ccccc2F)n1N)C1CCS(=O)(=O)C1 (configuration not stated),-5,1.1,9,-2,6,-3,1,7,-2,-1

# In the list so far, 3 contain a CF3 group:
SMILES,ASAP1 GAP inh,KLK7 zymogen act,ARFGAP1 inh,ADAM17 inh,ADAM10 inh,DDE Tn6 FP inh,Tn7 DDE FP,TDP2 inh,PLCg1 inh,LEDGF integ inh
Cc1cc(NC(=O)c2cc3nc(C4CC4)cc(C(F)(F)F)n3n2)no1,2,1.2,-17,-7,-15,-1,1,-2,-8,0
Cc1ccc(C(=O)NC2(C(F)(F)F)N=C3SCCN3C2=O)cc1 (configuration not stated),4,-0.3,-14,-2,-2,-2,-6,0,1,2
CCOC(=O)C1CCCCN1Cc1ccccc1C(F)(F)F (configuration not stated),1,-0.4,-9,0,4,-1,0,-1,1,3

# (listing goes on)
SMILES,ASAP1 GAP inh,KLK7 zymogen act,ARFGAP1 inh,ADAM17 inh,ADAM10 inh,DDE Tn6 FP inh,Tn7 DDE FP,TDP2 inh,PLCg1 inh,LEDGF integ inh
COc1ccc(CCC(C)N2CCC(CO)(Cc3ccccc3)CC2)cc1 (configuration not stated),-4,0.2,5,0,1,2,-3,4,3,-2
O=C(O)c1ccc(CS(=O)(=O)c2cccc(C(F)(F)F)c2)o1,2,0.1,5,1,12,-6,3,-6,3,-1
COc1cc(-c2nnc(-c3cccnc3)o2)cc(OC)c1OC,4,-1.0,-1,-2,-1,3,-6,-3,-55,1
COc1ccc(/C=N/n2c(SC)nnc(C(C)(C)C)c2=O)cc1,-9,-0.6,5,-2,1,11,-9,-6,6,3
O=C1N=C(N2C=CC(=C3C=CNC=C3)C=C2)/C(=C/N=NC(=O)c2ccccc2O)S1,10,-2.1,9,-12,-32,2,-4,-15,-77,-1
COCCN(C(=S)Nc1cccc(Cl)c1C)C(C)c1ccco1 (configuration not stated),1,0.8,-10,-3,-3,3,5,17,5,0

# Source: PubChem
